# Tb PFK block = inhibitors of T. brucei phosphofructokinase; O15648; T. brucei PFK, ADP-Glo luminescence; Potency, µM (series often up to 57.5 µM), inactives show top-dose activity, negative = inhibition, actives largely listed as inhibitors; 0.17% of 330,000 active; AID 485367;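 note: potency is the fitted concentration of half-maximal effect; 0% = uninhibited 1x PFK enzyme wells and -100% = no-enzyme wells; nearly all actives have a fitted effect of over 60% in size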
# Target sequence (O15648 whole entry, looked up): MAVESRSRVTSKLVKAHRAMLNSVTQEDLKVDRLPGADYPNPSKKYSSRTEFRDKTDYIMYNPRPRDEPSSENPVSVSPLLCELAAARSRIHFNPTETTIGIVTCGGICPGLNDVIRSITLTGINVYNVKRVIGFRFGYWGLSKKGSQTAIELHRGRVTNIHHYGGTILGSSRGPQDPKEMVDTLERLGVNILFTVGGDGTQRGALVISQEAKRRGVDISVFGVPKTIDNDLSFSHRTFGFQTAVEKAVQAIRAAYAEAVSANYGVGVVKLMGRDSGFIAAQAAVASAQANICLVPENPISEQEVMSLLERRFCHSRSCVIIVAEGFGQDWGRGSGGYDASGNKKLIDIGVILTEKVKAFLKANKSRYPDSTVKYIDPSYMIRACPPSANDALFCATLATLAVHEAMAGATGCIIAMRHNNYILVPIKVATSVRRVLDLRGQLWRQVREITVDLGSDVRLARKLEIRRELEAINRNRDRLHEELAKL
#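 ADP-Glo luminescence quantified ADP after 45 min at room temperature, with 1.25 nM T. brucei PFK, 0.1 mM ATP and 0.5 mM fructose-6-phosphate in pH 8.0 TEA buffer. qHTS titrations up to 57 µM; curves classified by quality.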
# TSHR antag = human thyrotropin receptor antagonism. P16473. TSHR-expressing cells, TSH-stimulated cAMP HTRF, 2 h; active compounds read low. activity change, negative = inhibition, % at 11.5 µM. 0.2% of 330,000 active. AID 504810;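 active = activity change below a set negative limit, meaning inhibition stronger than a set level, cut at about -70% in these data; inconclusive = activity change between two set negative limits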; note: % is set by controls: 0 for no effect and ±100 for the full control effect
#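 Cell-based HTRF cAMP assay; TSHR cells + compound, TSH EC80 (4nM final), 2 h, 37 deg C. Lysis with anti-cAMP cryptate and cAMP-d2, 30 min RT, read 665/620 nm.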
# TCR act = activators of T cell receptors. primary human leukocytes, anti-CD3, IL-2 HTRF, 48 h. Potency, µM (doses to about 9.22 µM), for inactives: at the highest dose activation of IL-2 secretion, actives largely listed as activators. 330,000 tested, under 10 active; note: % of control where 0% means no effect
#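 Primary human leukocytes were stimulated with a-CD3 beads plus compounds for 48 hr without co-stimulation; secreted IL-2 was quantified by HTRF using a-IL-2-K (europium cryptate) and a-IL-2-d2, excited at 320nm with acceptor emission read at 665nm.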
# B2AR arrestin = beta2AR (human) beta-arrestin recruitment activity | P07550 | beta-arrestin recruitment to beta2AR, cell-based reporter | Potency, µM (top dose mostly 46.1 µM), for inactives: top-dose activation, actives largely listed as activators | 0.02% of 330,000 active;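 note: potency is the fitted concentration of half-maximal effect; 0% = DMSO controls and full agonism = EC100 isoproterenol or metaproterenol; nearly all actives have a fitted effect of over 65% in size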
# PTAP TSG101 blk = blocks PTAP/TSG101 interaction to inhibit HIV-1 budding | Fluorescence polarization, FITC-PTAP peptide / Tsg101 binding | Potency, µM (highest dose often 115 µM), without a hit: at the highest dose activity change, negative = inhibition, usual class: inhibitors | 340,000 tested, under 10 active | AID 493005; active = well fitted inhibition curve with a large enough effect in the main read-out, with a control signal flat, not every such curve was filed as active; inconclusive = small, poorly fitted or top-dose-only effect, or effect the other way, or a change in a side signal; inactive = no such curve, though single readings can be large or run the other way; note: potency is the fitted concentration of half-maximal effect; % of control where 0% means no effect
# Target sequence (Q99816 whole entry, looked up): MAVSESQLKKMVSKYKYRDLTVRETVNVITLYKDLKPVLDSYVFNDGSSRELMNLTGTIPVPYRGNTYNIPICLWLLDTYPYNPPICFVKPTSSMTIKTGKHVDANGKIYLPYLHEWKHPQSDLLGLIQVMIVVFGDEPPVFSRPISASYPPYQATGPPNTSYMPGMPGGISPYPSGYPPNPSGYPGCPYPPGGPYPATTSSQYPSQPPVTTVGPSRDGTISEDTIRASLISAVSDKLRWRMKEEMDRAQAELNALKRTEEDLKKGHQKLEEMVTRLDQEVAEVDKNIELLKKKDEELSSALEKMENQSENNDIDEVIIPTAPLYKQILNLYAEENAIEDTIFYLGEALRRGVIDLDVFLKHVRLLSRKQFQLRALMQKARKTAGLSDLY
#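 Compounds were pin-transferred onto Tsg101 binding domain (10 uM final) in HEPES pH 7.5 buffer, then FITC-PTAP peptide was added at 50 nM final. After 20 min at RT, polarization reported peptide displacement across a qHTS concentration series.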
# Eya2 inh = blocks the phosphatase activity of human Eya2; recombinant Eya2, OMFP fluorescence dephosphorylation (OMFP is methylfluorescein phosphate); Potency, µM (top dose mostly 76.9 µM), inactives show at the highest dose activity, negative = inhibition, usual class: inhibitors; 0.006% of 330,000 active; AID 488837; note: potency is the fitted concentration of half-maximal effect; % is set by controls: 0 for no effect and ±100 for the full control effect
#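 Eya2 (0.2 uM) preincubated 10 min at ambient with compound, then OMFP substrate added at 50 uM; 10 min reaction in 50 mM HEPES pH 7.5, 50 mM NaCl, 5 uM MgCl2, 0.05% BSA, 1 mM DTT. Fluorescence read at Ex 485/Em 525 nm.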
# USP2a block = USP2a (human) protease inhibition; O75604; USP2 core, Ub-CHOP2 coupled fluorogenic reporter, 485/531; Potency, µM (top dose mostly 38.3 µM), inactives show top-dose activity change, negative = inhibition, most hits filed as inhibitors; 0.01% of 330,000 active; AID 463254;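 note: potency is the fitted concentration of half-maximal effect; plate controls were DMSO wells for no effect and full inhibition by NEM control for full effect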
#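 Deubiquitinase activity read as fluorescence (485/531 nm) after Ub-CHOP2 cleavage activates the enterokinase reporter on its substrate; USP2 core 10nM, Ub-CHOP2 and substrate 25nM each, 30min compound preincubation then 60min RT; data normalized to NEM, curves fitted.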
# ELG1 repair inh = blocks ELG1-dependent DNA repair in HEK293T cells; 2.3% of 330,000 active; Potency, µM (series often up to 46.1 µM), for the others: top-dose activity change, negative = inhibition, most hits filed as inhibitors; HEK293T ELG1-luciferase reporter, luminescence, 16 h; DNA damage induced by 5-fluorouridine; note: potency is the fitted concentration of half-maximal effect; % is set by controls: 0 for no effect and ±100 for the full control effect; nearly all actives have a fitted effect of over 55% in size
#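 Cells (2,000 per well) received 5-fluorouridine plus test compound or DMSO and were incubated 16 hr at 37 °C, 5% CO2. Luciferase activity was read by luminescence 30 min after ONE-Glo addition; signal suppression marked inhibition of damage-induced ELG1 function.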
# uPA surface inh = blocks generation of uPA at the cell surface. cell surface uPA generation assay, qHTS. Potency, µM (titrated, usually from 38.3 µM), inactives show top-dose activity change, negative = inhibition, usual class: inhibitors. 0.31% of 330,000 active; active = well fitted inhibition curve with a large enough effect; inconclusive = small, poorly fitted or top-dose-only effect; inactive = no such curve, though single readings can be large or run the other way; tested in mouse RAW 264.7 cells; note: potency is the fitted concentration of half-maximal effect; % is set by controls: 0 for no effect and ±100 for the full control effect; nearly all actives have a fitted effect of over 55% in size
# Mito fusion yeast = blocks mitochondrial division or promotes mitochondrial fusion | Potency, µM (titrated, usually from 46.1 µM), inactives show top-dose growth rescue (activation), actives largely listed as activators | AID 485298 | 0.23% of 320,000 active | S. cerevisiae fusion-defective mutant growth rescue, CellTiterGlo 48 h;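 note: potency is the fitted concentration of half-maximal effect; % of control where 0% means no effect; nearly all actives have a fitted effect of over 45% in size; temperature-sensitive fusion mutants such as fzo1-1 at 37 °C on non-fermentable ethanol glycerol medium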
#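 S. cerevisiae fusion-defective temperature-sensitive mutants (e.g. fzo1-1, mgm1-5) grown 48 h at 37C in YPEG (ethanol/glycerol non-fermentable) medium with 23 nl compound per well; growth rescue read as CellTiterGlo luminescence.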
# Chronic BCR inh = chronic active BCR signaling inhibition; ABC-DLBCL IkBa-CBG/CBR reporter, luminescence ratio, 4 h; Potency, µM (doses to about 46.1 µM), for the others: top-dose ratio change, negative = lower green/red ratio, actives largely listed as inhibitors; 0.05% of 340,000 active; AID 493014; active = well fitted inhibition curve with a large enough effect in the signal ratio, with a control signal flat, not every such curve was filed as active; inconclusive = small, poorly fitted or top-dose-only effect, or effect the other way, or a change in a side signal; the % refers to the signal ratio;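 note: potency is the fitted concentration of half-maximal effect; plate controls were basal doxycycline-induced cells for no effect and cells given 10 µM MG132 for full effect; MG132 reads +100%, hits lower the ratio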
#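 Cell line TMD8 (human ABC DLBCL), stably expressing tet-inducible CBG68-IkBa fusion and CBR; IMDM/0.5% FBS; cpd up to 46 uM; dox induction, 4 h, 37C/5% CO2; dual luminescence; green/red ratio; MG132 control.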
# * hit, by the source's call; ? = inconclusive; . = no result given; [ ] = remark or other dose. Unless noted, calls come from the whole dose curve; as a rule, active = well fitted curve in the direction sought with a large enough effect; inconclusive = small, poorly fitted or top-dose-only effect, or another doubt; inactive = no such curve, though single readings can be large; an effect the other way counts as inactive or inconclusive.
SMILES,Tb PFK block,TSHR antag,TCR act,B2AR arrestin,PTAP TSG101 blk,Eya2 inh,USP2a block,ELG1 repair inh,uPA surface inh,Mito fusion yeast,Chronic BCR inh
O=C1CC(NC(=O)c2ccc(Cl)cc2)C(=O)N1 (configuration not stated),-1%,1,9%,-0.2%,0%,4%,0%,8%,8%,0%,-3%
CN(C)C(=O)c1ccc(Oc2ccc(C(=O)N(C)C)cc2)cc1,1%,6,2%,0.3%,-1%,-8%,0%,8%,.,0%,-6%
O=C(NN=C1CCCC1)c1cc(-c2ccccc2)n[nH]1,1%,4,-6%[46.1 µM],-0.5%,-2%,3%,3%,12%,-1%,-1%,6%
COC(=O)c1cn(C(=O)/C=C/c2ccc(OC)c(OC)c2)c2ccccc12,2%,-20,.,-1.1%,1%,-4%,0%,-13%,-15%,-5%,?
O=C(NCC1CCCO1)C(c1ccc(N2CCOCC2)cc1)N(C(=O)Cn1nnc2ccccc21)c1ccccc1F (configuration not stated),19%,-3,-2%,-0.2%,-5%,-3%,1%,-18%,-2%,-3%,-9%
COc1ccc(Br)c2c1C(=O)CC2,-2%,-8,1%,2.8%,-3%,5%,1%,0%,-4%,0%,-15%
CC1(C)C2CCC1(CS(=O)(=O)NC(CC(=O)O)c1cccc(Br)c1)C(=O)C2 (configuration not stated),-1%,-2,-5%,-0.1%,-4%,11%,3%,12%,-2%,7%,3%
CCn1c(C(=O)Nc2ccsc2C(=O)OC)cc2sc(Cl)cc21,-3%,-12,8%,0.2%,0%,19%,-1%,-19%,4%,3%,3%
CC(C)(C)c1ccc(S(=O)(=O)/N=C2\C=C(NS(=O)(=O)c3ccccc3)C(=O)c3ccccc32)cc1,8%,-14,3%,-0.2%,-4%,-19%,-1%,?,-1%,-9%,?
COc1ccc2cc(Br)ccc2c1CC(=O)N1CCCC1,1%,?,-21%,-0.6%,0%,-9%,-2%,-5%,-3%,-3%,-8%
Cc1noc(C)c1S(=O)(=O)N1CCC(C(=O)NCCCN2CC(C)CC(C)C2)CC1 (configuration not stated),3%,6,-3%,-0.1%,-1%,13%,2%,12%,0%,4%,-3%
CC(=O)c1cccc(NC(=O)CSc2nnc(-c3ccc(S(=O)(=O)N4CCCC4)cc3)o2)c1,-4%,-10,.,-0.5%,-7%,2%,0%,0%,-6%,-4%,2%
O=S(=O)(c1ccc(NC(=S)NN=C2CCCCC2)cc1)N1CCOCC1,-1%,0,28%,0.4%,-3%,0%,0%,7%,0%,-2%,?
CC(=O)Nc1ccc(S(=O)(=O)NNc2ccc([N+](=O)[O-])cc2)cc1,-13%,-9,-3%,-0.2%,-2%,-6%,1%,-16%,?,-7%,-5%
CCOc1cccc(NC(=O)c2ccc(S(=O)(=O)N(C)C)cc2)c1,-5%,-11,3%,-0.1%,-2%,9%,0%,-13%,-1%,3%,1%
O=C(Cc1ccc(Cl)cc1)NCC(=O)N1CCCCCC1,-2%,-5,5%,0.1%,-4%,6%,3%,-5%,-1%,4%,6%
COc1ccc(C2(NC(C)=O)CCN(C(=O)c3ccco3)CC2)cc1,2%,14,-4%,-1.2%,1%,1%,1%,11%,-1%,-7%,-2%
CC(=O)Nc1ccc(NC(=O)C(C)OC(=O)C2(c3ccc(F)cc3)CCCC2)cc1 (configuration not stated),1%,11,3%,-0.5%,-2%,5%,0%,?,-3%,-2%,?
O=C1CN(C(=O)COC(=O)c2ccccc2Br)c2ccccc2N1,5%,6,-4%,-0.8%,-1%,5%,4%,13%,0%,0%,-11%
COc1cc(NC(=O)CSc2nc3[nH]c(=O)cc(O)c3s2)cc(OC)c1OC,5%,6,8%,-0.4%,-1%,7%,1%,22%,7%,-4%,-5%

# Four entries from above, with values under each structure.
# Order of values – Tb PFK block, TSHR antag, TCR act, B2AR arrestin, PTAP TSG101 blk, Eya2 inh, USP2a block, ELG1 repair inh, uPA surface inh, Mito fusion yeast, Chronic BCR inh
- CN(C)C(=O)c1ccc(Oc2ccc(C(=O)N(C)C)cc2)cc1
  1%, 6, 2%, 0.3%, -1%, -8%, 0%, 8%, ., 0%, -6%
- Cc1noc(C)c1S(=O)(=O)N1CCC(C(=O)NCCCN2CC(C)CC(C)C2)CC1 (configuration not stated)
  3%, 6, -3%, -0.1%, -1%, 13%, 2%, 12%, 0%, 4%, -3%
- CCn1c(C(=O)Nc2ccsc2C(=O)OC)cc2sc(Cl)cc21
  -3%, -12, 8%, 0.2%, 0%, 19%, -1%, -19%, 4%, 3%, 3%
- COc1ccc(Br)c2c1C(=O)CC2
  -2%, -8, 1%, 2.8%, -3%, 5%, 1%, 0%, -4%, 0%, -15%

# Next entries follow:
SMILES,Tb PFK block,TSHR antag,TCR act,B2AR arrestin,PTAP TSG101 blk,Eya2 inh,USP2a block,ELG1 repair inh,uPA surface inh,Mito fusion yeast,Chronic BCR inh
CC(C)C(OC(=O)c1ccco1)C(=O)NCc1ccc2c(c1)OCO2 (configuration not stated),0%,-3,1%,-0.3%,-3%,-4%,0%,15%,12%,0%,2%
CC(C)N1CN=C(Nc2nc3ccccc3o2)NC1,-1%,8,2%,-0.3%,-2%,9%,11%,?,-3%,-4%,5%
NC(=O)N/N=C1\CCS(=O)(=O)c2ccc(F)cc21,3%,0,0%,-0.1%,-1%,-2%,5%,-2%,6%,8%,-1%
CC1CCCCC1NC(=O)CSc1nnc(-c2ccccc2)n1N (configuration not stated),2%,2,0%,-0.6%,-2%,-6%,0%,11%,7%,1%,0%
O=C(C[C@H]1C/C=C\CC[C@H](Cc2ccc(F)cc2)C(=O)OC[C@H]2CCCN2C1=O)NCCO,-5%,7,1%,0.1%,.,-14%,4%,28%,?,.,-1%
CCOC(=O)c1sc2nc3n(c(=O)c2c1C)CCC3,3%,2,-4%[46.1 µM],-0.6%,-3%,-5%,-1%,?,3%,14%,?
O=C(CN(CC1CCCO1)C(=O)CNS(=O)(=O)c1ccc(Cl)cc1)NCC1CCCO1 (configuration not stated),1%,6,9%[46.1 µM],-0.7%,-8%,-2%,1%,-1%,4%,-1%,13%
CC(/C=N\NC(=O)Cn1cncn1)=C/c1ccc(C(C)C)cc1,-2%,0,-3%,-0.1%,-1%,-1%,1%,?,-3%,-4%,4%
CCOC(=O)C1=C(c2ccccc2)OC(N)=C(C#N)C1c1ccc(Br)s1 (configuration not stated),0%,19,0%[46.1 µM],0.0%,-4%,-9%,-4%,?,0%,4%,?
CCc1ccccc1NS(=O)(=O)c1cc2c(cc1C)n(C)c(=O)c(=O)n2C,0%,2,7%,-0.8%,0%,-4%,0%,16%,-9%,0%,-2%
O=S1(=O)CCOC[C@H](CC2CCCCC2)N1Cc1cccc(F)c1,-4%,-5,-2%,0.1%,-1%,-18%,-6%,-1%,-3%,2%,?
C=CCNC(=O)CN1c2cccc3cccc(c23)S1(=O)=O,-2%,0,0%,-0.1%,-1%,-21%,2%,?,-19%,5%,0%
COc1ccc(C(C)NC(=O)c2ccc(Br)cc2)cc1OC (configuration not stated),-2%,9,-7%[46.1 µM],?,-3%,2%,0%,17%,-3%,-1%,1%
CCC(C)c1ccc(NC(=O)C2CCN(c3ccc(C(F)(F)F)cn3)CC2)cc1 (configuration not stated),0%,-11,1%[46.1 µM],-0.5%,-4%,5%,0%,?,4%,-1%,-9%
CSCCC(N=C(NS(=O)(=O)c1ccccc1)c1ccccc1)C(=O)O (configuration not stated),3%,-9,8%,0.1%,-2%,-1%,9%,8%,-2%,-2%,-1%
CN(Cc1c(F)cccc1Cl)C(=O)C1CC(=O)N(CCc2ccccc2)C1 (configuration not stated),0%,6,-2%,-0.1%,-2%,11%,1%,8%,1%,-5%,?
CCCCCCc1cc2cc(-c3nnc(-c4ccccc4OC)o3)c(=O)oc2cc1O,-7%,?,-2%,0.0%,?,42%,?,7.3µM*,-6%,4%,?
COc1ccccc1CNc1cc(-c2ccccc2)ccc1OC,10%,12,4%[46.1 µM],2.9%,6%,-4%,1%,3%,4%,19%,2%
